Compound activity as filed in PubChem BioAssay.
USP10 block = blocks human USP10 ubiquitin-rhodamine cleavage; AID 1645856; inhibition, % at 20 µM; 47,000 compounds, 1.1% hits; Q14694; purified USP10, Ub-rhodamine fluorescence, 60 min
UCHL1 inh = blocks human UCHL1 ubiquitin-rhodamine cleavage. 47,000 compounds, 0.2% hits. inhibition, % at 20 µM. P09936. purified UCHL1, Ub-rhodamine cleavage fluorescence
USP17 inh = human USP17-like deubiquitinase inhibition | A8MUK1 | purified USP17, Ub-rhodamine cleavage fluorescence, 3 h | inhibition, % at 50 µM | 47,000 compounds, 6.5% hits
USP8 inh = human USP8 deubiquitinase inhibition | P40818 | purified USP8, Ub-rhodamine cleavage fluorescence, 30 min | inhibition, % at 20 µM | 47,000 compounds, 4.2% hits
Target sequence (P40818 whole entry, looked up): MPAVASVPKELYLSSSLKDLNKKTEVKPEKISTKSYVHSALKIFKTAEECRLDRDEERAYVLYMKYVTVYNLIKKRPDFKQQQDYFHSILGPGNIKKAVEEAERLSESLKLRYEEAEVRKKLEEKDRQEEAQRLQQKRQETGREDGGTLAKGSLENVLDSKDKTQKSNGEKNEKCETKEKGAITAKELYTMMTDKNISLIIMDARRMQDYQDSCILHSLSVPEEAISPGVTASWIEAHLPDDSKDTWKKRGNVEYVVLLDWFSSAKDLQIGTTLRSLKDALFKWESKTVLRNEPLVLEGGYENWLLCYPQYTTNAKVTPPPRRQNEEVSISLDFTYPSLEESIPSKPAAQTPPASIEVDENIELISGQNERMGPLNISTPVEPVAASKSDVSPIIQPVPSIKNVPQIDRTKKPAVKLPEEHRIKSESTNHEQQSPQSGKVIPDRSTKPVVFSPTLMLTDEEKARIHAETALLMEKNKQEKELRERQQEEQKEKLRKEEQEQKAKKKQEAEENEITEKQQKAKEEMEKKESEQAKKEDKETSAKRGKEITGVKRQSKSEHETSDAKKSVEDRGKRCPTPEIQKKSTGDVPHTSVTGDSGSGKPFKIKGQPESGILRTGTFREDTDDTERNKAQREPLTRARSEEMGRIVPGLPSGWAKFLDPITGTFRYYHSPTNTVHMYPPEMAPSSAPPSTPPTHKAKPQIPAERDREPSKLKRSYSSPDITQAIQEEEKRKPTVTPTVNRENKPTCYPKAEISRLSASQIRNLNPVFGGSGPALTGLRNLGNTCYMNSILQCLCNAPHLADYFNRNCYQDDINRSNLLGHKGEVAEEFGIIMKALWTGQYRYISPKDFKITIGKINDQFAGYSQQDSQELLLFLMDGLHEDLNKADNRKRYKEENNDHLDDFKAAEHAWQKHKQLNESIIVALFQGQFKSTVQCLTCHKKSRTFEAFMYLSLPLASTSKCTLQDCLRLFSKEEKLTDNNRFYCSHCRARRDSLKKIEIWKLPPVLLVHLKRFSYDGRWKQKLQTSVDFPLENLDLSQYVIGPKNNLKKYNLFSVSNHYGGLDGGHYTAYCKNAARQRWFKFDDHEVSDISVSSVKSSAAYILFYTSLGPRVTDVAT
USP30 block = inhibitors of human USP30 deubiquitinase. purified USP30, Ub-rhodamine cleavage fluorescence. inhibition, % at 25 µM. 47,000 compounds, 5.3% hits. AID 1645860
USP28 inh = blocks human USP28 ubiquitin-rhodamine cleavage. purified USP28, Ub-rhodamine cleavage fluorescence, 30 min. inhibition, % at 25 µM. 47,000 compounds, 3% hits. AID 1645857
USP7 block = blocks human USP7 ubiquitin-rhodamine cleavage | Q93009 | purified USP7, Ub-rhodamine cleavage fluorescence | inhibition, % at 20 µM | 47,000 compounds, 0.3% hits
OTUD3 block = inhibitors of human OTUD3 deubiquitinase | purified OTUD3, Ub-rhodamine fluorescence, 2 h | inhibition, % at 25 µM | 47,000 compounds, 0.7% hits | AID 1645858
* hit, by the source's call; i = inactive; nt = not tested or not shown. Rule as the data show it: active = inhibition above about 30%; inactive = the rest. Compounds were not picked by outcome; any-hit rate near 14%.

SMILES	USP10 block	UCHL1 inh	USP17 inh	USP8 inh	USP30 block	USP28 inh	USP7 block	OTUD3 block
CCOC(=O)N1CCN(c2nc3c(c(Nc4ccccc4)n2)C(=O)CCC3)CC1	0	8	4	12	25	6	13	0
Cc1ccc(C)c(N2CCN(C(=O)c3noc4c3CCc3sccc3-4)CC2)c1	9	3	14	8	24	11	8	20
CCN(CC)c1ccc2nnc(CCC(=O)Nc3ccc(C)cn3)n2n1	-1	-2	9	14	19	19	2	4
O=C(Cn1c(=O)n(Cc2ccc(C(=O)NCc3ccccc3Cl)cc2)c(=O)c2ccccc21)Nc1cccc(F)c1	10	0	16	16	20	9	5	12
COc1ccc(-c2nc(Cn3c(=O)c4c(C)cc(C)nc4n(C)c3=O)c(C)o2)cc1	-2	-7	-3	-19	10	-4	-5	-13
Cc1nc(C2CN(CCc3ccccn3)CCO2)n[nH]1 (stereo not drawn)	-1	3	3	0	1	0	3	4
N#Cc1cccc(NC(=O)C2Cc3ccccc3CN2S(=O)(=O)c2ccccc2)c1 (stereo not drawn)	2	5	0	19	4	10	8	8
O=C1COC2(CCNCC2)CN1Cc1cccc(F)c1	-1	0	-5	-12	-12	-14	-4	-6
Cn1c(=O)n(CC(=O)N2CCCCC2)c2cccnc21	1	0	21	18	22	15	3	14
O=C1N(Cc2ccc(F)cc2)c2ccccc2S(=O)(=O)N1Cc1ccccc1	6	8	5	11	24	8	-34	17
C=CCN1CC(=O)N2C(CCc3ccccc3)c3[nH]c4ccccc4c3C[C@@H]2C1=O (stereo partly drawn)	7	11	nt	21	30	10	10	12
c1cncc(-c2nc(-c3ccc(-n4cccn4)nc3)no2)c1	0	-2	0	0	0	0	-4	-1
CC1=NN2C(=N)/C(=C/c3cn(Cc4ccc(Cl)cc4Cl)c4ccccc34)C(=O)N=C2S1	4	-12	-64	-54	-211	-57	-1	-103
Cc1ccsc1C(=O)N1C[C@H](Oc2cccnc2)[C@H]2OCCC[C@H]21	-4	-3	-23	-72	-8	-14	0	-8
O=C(COc1ccc(Cl)cc1)NCC(c1ccco1)N1CCCCC1 (stereo not drawn)	-1	-1	0	2	-30	0	-17	4
COc1ccccc1C1[C@@H]2CCCC[C@]2(O)CCN1CC(N)=O (stereo partly drawn)	-7	0	7	-12	12	4	2	4
O=c1c2nnn(-c3ccccc3)c2ncn1Cc1cccc(F)c1	4	-2	0	17	-45	-20	-2	-10
CC1(C)OC(=O)[C@]2(C)C[C@@H](C(=O)Nc3ccc(Cl)cc3)[C@@]1(C)N2	-2	2	0	0	-6	0	4	1
COc1ccc(CCN2CCOc3nc4c(C)cccc4cc3C2)cc1OC	-5	2	3	13	-16	7	0	3
COc1ccc(NC(=O)Cn2cc(C(=O)c3ccc(OC)cc3)c(=O)c3cc4c(cc32)OCCO4)cc1	6	6	6	44*	10	7	8	4
COCCCNC(=O)C1CCCN(c2nc3cccnc3n(Cc3ccccc3)c2=O)C1 (stereo not drawn)	-5	-5	-20	-1	-9	-8	-6	-3
COc1cccc(C2c3[nH]c4ccccc4c3C[C@@H]3C(=O)N(C4CC4)CC(=O)N23)c1 (stereo partly drawn)	27	-2	-34	25	-148	-35	-1	-35
Cc1cccc(NS(=O)(=O)c2cc3n(c2)CCCN(C)C3=O)c1	-1	1	-1	-1	-17	-1	3	6
COc1cccc(C(=O)Nc2ccccc2-c2nc3ccc(C)cc3[nH]2)c1	11	1	9	4	4	5	8	0
O=C(NCCc1ccncc1)c1nc(-c2cn(-c3nccs3)cn2)n2ccccc12	-6	-3	11	-17	-76	-21	-7	-19
COc1ccc(NC(=O)Cc2c(C)nc3c(-c4ccccc4)c(C)nn3c2C)cc1	18	1	nt	-2	8	-14	0	5
C/C=C(\C)[C@@H]1C(C)=C[C@@H]2[C@H]([C@@H]1/C=C/C=C/C(=O)O)[C@@H](C)CC[C@@H]2O	-8	-2	16	-20	-5	17	-2	16
CC(=O)N1CC[C@@]2(C(=O)N3CCCC3)CCN(C(=O)Nc3ccccc3Cl)CC[C@@H]12	0	2	-1	-21	1	7	5	8
COc1cc2c(c3oc(=O)c4c(c13)CCC4)CCC(C)(C)O2	-2	-1	20	12	9	13	3	0
CN(C)C(=O)N1Cc2ccccc2C2(CCNCC2)C1	3	2	22	-29	31*	16	6	17
O=C(Cc1ccccc1)Nc1ccc2[nH]ncc2c1	-2	-7	27	61*	-174	-27	-62	-47
O=C(NCc1ccc(Cl)cc1)[C@@H]1Cc2nc[nH]c2CN1Cc1ccc(Cl)cc1	-5	-1	4	50*	-18	-6	-73	-7
COc1ccc(CNC(=O)C(C)N2C(=O)CCn3nc(C)cc32)cc1 (stereo not drawn)	2	0	8	3	19	2	2	11
O=C(CSc1c(-c2ccccc2)[nH]c2ccccc12)N1CCOCC1	0	2	-5	-49	6	1	2	8
O=C1N(CCc2ccccc2)CC=CCC12CN(Cc1cn[nH]c1-c1ccccc1)CCO2 (stereo not drawn)	1	1	-17	-7	-27	-18	0	-15
CCOC(=O)N1CCN(C(=O)CNC(=O)c2cc3c(OC)ccc(OC)c3[nH]2)CC1	0	-1	4	13	-3	-2	2	-5

An excerpt of the results above:
SMILES	USP10 block	UCHL1 inh	USP17 inh	USP8 inh	USP30 block	USP28 inh	USP7 block	OTUD3 block
Cc1ccsc1C(=O)N1C[C@H](Oc2cccnc2)[C@H]2OCCC[C@H]21	-4	-3	-23	-72	-8	-14	0	-8
O=C(COc1ccc(Cl)cc1)NCC(c1ccco1)N1CCCCC1 (stereo not drawn)	-1	-1	0	2	-30	0	-17	4
COc1ccccc1C1[C@@H]2CCCC[C@]2(O)CCN1CC(N)=O (stereo partly drawn)	-7	0	7	-12	12	4	2	4
O=c1c2nnn(-c3ccccc3)c2ncn1Cc1cccc(F)c1	4	-2	0	17	-45	-20	-2	-10
CC1(C)OC(=O)[C@]2(C)C[C@@H](C(=O)Nc3ccc(Cl)cc3)[C@@]1(C)N2	-2	2	0	0	-6	0	4	1
COc1ccc(CCN2CCOc3nc4c(C)cccc4cc3C2)cc1OC	-5	2	3	13	-16	7	0	3
COc1ccc(NC(=O)Cn2cc(C(=O)c3ccc(OC)cc3)c(=O)c3cc4c(cc32)OCCO4)cc1	6	6	6	44*	10	7	8	4
COCCCNC(=O)C1CCCN(c2nc3cccnc3n(Cc3ccccc3)c2=O)C1 (stereo not drawn)	-5	-5	-20	-1	-9	-8	-6	-3
COc1cccc(C2c3[nH]c4ccccc4c3C[C@@H]3C(=O)N(C4CC4)CC(=O)N23)c1 (stereo partly drawn)	27	-2	-34	25	-148	-35	-1	-35
Cc1cccc(NS(=O)(=O)c2cc3n(c2)CCCN(C)C3=O)c1	-1	1	-1	-1	-17	-1	3	6
COc1cccc(C(=O)Nc2ccccc2-c2nc3ccc(C)cc3[nH]2)c1	11	1	9	4	4	5	8	0
O=C(NCCc1ccncc1)c1nc(-c2cn(-c3nccs3)cn2)n2ccccc12	-6	-3	11	-17	-76	-21	-7	-19
COc1ccc(NC(=O)Cc2c(C)nc3c(-c4ccccc4)c(C)nn3c2C)cc1	18	1	nt	-2	8	-14	0	5
C/C=C(\C)[C@@H]1C(C)=C[C@@H]2[C@H]([C@@H]1/C=C/C=C/C(=O)O)[C@@H](C)CC[C@@H]2O	-8	-2	16	-20	-5	17	-2	16
CC(=O)N1CC[C@@]2(C(=O)N3CCCC3)CCN(C(=O)Nc3ccccc3Cl)CC[C@@H]12	0	2	-1	-21	1	7	5	8
COc1cc2c(c3oc(=O)c4c(c13)CCC4)CCC(C)(C)O2	-2	-1	20	12	9	13	3	0
CN(C)C(=O)N1Cc2ccccc2C2(CCNCC2)C1	3	2	22	-29	31*	16	6	17

(more compounds)
SMILES	USP10 block	UCHL1 inh	USP17 inh	USP8 inh	USP30 block	USP28 inh	USP7 block	OTUD3 block
Cc1nc(-c2ncc[nH]2)cc(C2CCCN(Cc3cncs3)C2)n1 (stereo not drawn)	-3	-2	-8	-8	-20	-8	-5	-9
COc1ccc(-c2n[nH]n3c2nc(=O)c2ccc(C(=O)NC4CCCC4)cc23)cc1	0	-1	-3	-3	-19	-9	0	-6
Cc1ccc(C)c(N2CCN(C(=O)CCC(=O)Nc3ccc4nc(N5CCN(C)CC5)cc(C)c4c3)CC2)c1	0	4	-12	-3	-21	-12	7	-9
CC(C)(C)N=C1Nc2ccccc2NC12CCCN(S(=O)(=O)C1CC1)C2 (stereo not drawn)	-6	-3	-27	1	-111	-26	-44	-28
O=C(CCc1nc2ccccc2c(=O)[nH]1)Nc1ccc(Cl)cc1F	-6	0	22	15	-23	12	-21	2
COc1ccc2nc(C(=O)NCc3ccc(F)cc3)cn2n1	-1	0	12	9	9	6	3	6
CCn1c(C(=O)NCc2ccccc2OC)cc2sc(Cl)cc21	8	6	8	0	4	14	3	13
N[C@H](CCCC(=O)O)C(=O)O	-1	0	0	3	10	-1	0	10
NCCn1nc(C2CCN(C(=O)Cc3ccc(F)cc3)C2)c2cccnc21 (stereo not drawn)	-2	-2	18	-6	21	-4	1	-4
N#CC1(c2cccc(Br)c2)C(=O)Nc2ccccc21 (stereo not drawn)	2	4	-36	0	-2	11	-8	2
CN(C)CCc1cc2c(c3c1ccc1ccccc13)OCO2	-2	2	17	8	31*	75*	-27	3
O=C(NC1CC1)c1nc(Cn2c(C(F)F)nc3ccccc32)no1	0	-4	-1	7	-1	-4	-1	-3
CCS(=O)(=O)N1CCC2(CC1)CN(Cc1ccccn1)C(=O)CO2	-4	-3	-24	-115	-39	-25	0	-7
Nc1ncnc(Nc2ccc3c(c2)OCO3)n1	1	2	26	7	-5	16	-3	6
Cc1ccc(NC(=O)c2cc(=O)c3ccccc3o2)cc1S(=O)(=O)N1CCOCC1	10	5	7	-13	35*	21	-1	18
Cc1ccc(C(=O)N2C[C@@H]3OCC(=O)N(c4ccccc4)[C@H]3C2)cn1	1	1	5	4	11	6	2	0
Cc1cccc(NC(=O)Nc2ccc(C)n(CC(=O)N3CCCCC3)c2=O)c1	-4	2	0	5	4	2	1	-1
O=C1CC(c2ccccc2)n2nc(NC(=O)c3ccccc3F)nc2N1 (stereo not drawn)	0	-1	-1	44*	0	-5	0	-2
CN1CCN(c2nc(NCCN3CCCCC3)nc3c2cnn3C)CC1	-1	0	-31	-313	0	-7	0	-2
O=C(NC1CC1)c1cc(=O)[nH]c2c(Cl)cccc12	-2	0	0	6	-12	-8	4	-1
NC(=O)c1cc(-c2csc(NNc3ccccc3)n2)ccc1O	6	6	47*	19	-61	3	-3	4
CN(Cc1cccnc1)c1nc2c(c(=O)[nH]1)CCN(Cc1ccccc1F)CC2	-5	1	-3	1	2	5	1	1
CCOc1ccccc1CNC(=O)CCn1cnc2ccccc2c1=O	-5	-6	-65	-99	-38	-26	-10	-17
O=C(NC1CCCCC1)C(c1ccc(F)cc1)N(Cc1ccccc1)C(=O)CN1C(=O)c2ccccc2S1(=O)=O (stereo not drawn)	28	2	7	17	45*	15	10	9
Cc1ccc(C(=O)CCC(=O)Nc2ccc(F)c(Cl)c2)cc1	-7	-51	-149	-108	i	-200	-49	-175
O=C1OCC2=C1C(c1ccc(F)cc1)CC(=O)N2c1cccc(F)c1 (stereo not drawn)	-1	0	-5	2	-4	-3	-13	0
CC1CN(Cc2ccccc2)c2nc3c(c(=O)n(CCN4CCOCC4)c(=O)n3C)n2C1 (stereo not drawn)	0	0	5	24	15	13	0	7
O=C(Cc1cc(F)ccc1F)N1CCCC(c2nc(-c3ccncc3)cc(=O)[nH]2)C1 (stereo not drawn)	1	-1	4	11	3	8	-1	5
CCc1nnc(-c2csc(S(=O)(=O)NC3CCCCCC3)c2)o1	3	1	-3	12	16	7	5	5
Cc1ccc(N(CC(=O)N2CCCc3ccccc32)S(=O)(=O)c2ccc3c(c2)OCCO3)cc1	4	7	7	15	32*	13	21	21
